FN deposit inh: fibronectin deposition inhibition. AH1F fibroblasts, Alexa488-fibronectin deposition fluorescence, overnight. inhibition, % at 12.6 µM. actives 0.086% (n = 350,000);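 active means mean inhibition across replicates of 30% or more, regardless of how many single replicates reach that level; inconclusive means mean under 30% yet at least half of replicates reach 30%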;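 further: positive control wells lacked labelled fibronectin entirely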
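Material: AH1F fibroblast monolayer depositing Alexa488-labelled fibronectin into matrix / Amount: 10000 AH1F cells per well / Signal: fluorescence 485/525 nm / Medium: DMEM, 2% serum / Compound: single dose, pinned / Incubation: 1 h cell adhesion before compound, then overnight fibronectin incubation / Reagent: Alexa488-FN, 24 nM final / Read-out: inhibition of fibronectin deposition signal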
PglD DTNB: inhibitors of Campylobacter jejuni PglD acetyltransferase; purified PglD enzyme, DTNB colorimetric CoA detection; inhibition, % at 12.5 µM; actives 0.098% (n = 360,000); in the data active means inhibition above about 16%, passing the limit was not always enough; inconclusive means no clear call, values can overlap the other calls; further: strong numbers were not always called active
ERAP1 inh: ERAP1 (human) enzyme inhibition | Q9NZ08 | recombinant ERAP1, Leu-AMC fluorescence, 60 min | inhibition, % at 10.7 µM | actives 0.15% (n = 340,000);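 active means mean replicate inhibition of at least 30%, or all replicates individually reaching that 30% level; inactive means mean below 30% and not every replicate reaching it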;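 further: 0% = neutral control wells and 100% = L-leucinethiol positive control wells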
Target sequence (Q9NZ08 whole entry, looked up): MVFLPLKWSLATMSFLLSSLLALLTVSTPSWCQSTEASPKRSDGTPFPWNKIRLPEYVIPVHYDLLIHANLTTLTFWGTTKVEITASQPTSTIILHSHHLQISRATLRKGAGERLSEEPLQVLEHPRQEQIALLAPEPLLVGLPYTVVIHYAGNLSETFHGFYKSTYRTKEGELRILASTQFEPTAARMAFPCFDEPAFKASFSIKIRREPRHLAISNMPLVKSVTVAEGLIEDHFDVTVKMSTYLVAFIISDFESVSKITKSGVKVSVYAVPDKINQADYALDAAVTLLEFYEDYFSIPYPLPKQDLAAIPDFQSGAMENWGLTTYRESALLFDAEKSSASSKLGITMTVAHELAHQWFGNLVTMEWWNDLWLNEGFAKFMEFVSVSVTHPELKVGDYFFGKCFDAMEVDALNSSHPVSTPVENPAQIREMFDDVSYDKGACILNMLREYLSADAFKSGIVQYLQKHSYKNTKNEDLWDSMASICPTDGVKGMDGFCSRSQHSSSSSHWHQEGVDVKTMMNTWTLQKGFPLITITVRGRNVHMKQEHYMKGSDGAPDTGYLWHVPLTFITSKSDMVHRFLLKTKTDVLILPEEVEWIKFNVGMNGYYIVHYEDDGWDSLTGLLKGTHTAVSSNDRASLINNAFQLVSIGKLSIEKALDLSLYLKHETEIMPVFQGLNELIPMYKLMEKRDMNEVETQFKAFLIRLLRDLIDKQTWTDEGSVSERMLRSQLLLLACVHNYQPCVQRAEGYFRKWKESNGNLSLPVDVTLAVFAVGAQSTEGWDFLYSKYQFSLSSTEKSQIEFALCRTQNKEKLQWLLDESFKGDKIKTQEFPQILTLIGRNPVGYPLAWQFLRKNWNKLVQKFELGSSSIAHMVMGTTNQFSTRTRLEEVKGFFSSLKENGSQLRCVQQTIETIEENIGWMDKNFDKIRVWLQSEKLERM
LGR2 antag: Drosophila LGR2 receptor signaling inhibition; HEK293 LGR2, CRE-luciferase, bursicon-stimulated, 4 h; inhibition, % at 9.99 µM; actives 0.35% (n = 380,000); AID 720647;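 active means drop in luminescence signal, shown as inhibition above about 50% in the replicate tests, limit read from the data, passing the limit was not always enough; inconclusive means probably only some replicates passing the limit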;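 further: agonist challenge used bursicon conditioned medium at about half maximal strength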
PAX8 reporter: lowers PAX8-driven luciferase in RMG-I cells; actives 1.2% (n = 360,000); AID 652154; RMG-I TPO-luciferase reporter, SteadyGlo, 24 h; inhibition, % at 12.6 µM;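 active means mean replicate inhibition at least 60% with every replicate also reaching 60%; inconclusive means only one of the two criteria is met; inactive means mean below 60% and not all replicates reaching 60%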;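 further: luciferase light reporting Pax8 driven TPO promoter activity; plate controls were median of neutral control wells for no effect and mitoxantrone controls for full effect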
PGC1a acetyl inh: modulators of PGC1a acetylation. U2OS PGC1a acetylation, AlphaScreen anti-acetyl-lysine; with virally co-expressed GCN5 acetyltransferase. actives 0.17% (n = 350,000). inhibition, % at 15.6 µM;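 active means every replicate shows inhibition of at least 40%; inconclusive means mean inhibition at least 40% but some replicate below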;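 further: 0% = neutral control wells and 100% = positive control wells; some results beyond the cut were filed as inactive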
S100A4 MyoIIA: inhibitors of human S100A4 binding to myosin IIA peptide; inhibition, % at 10.7 µM; S100A4/TAMRA-MyoIIA peptide fluorescence polarization; P26447; AID 652163; actives 0.14% (n = 360,000);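 active means mean inhibition of at least 70% across replicates, with every replicate also reaching that level; inconclusive means mean inhibition reaches 70% but some replicates fall short; inactive means mean inhibition below 70%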
Target sequence (P26447 whole entry, looked up): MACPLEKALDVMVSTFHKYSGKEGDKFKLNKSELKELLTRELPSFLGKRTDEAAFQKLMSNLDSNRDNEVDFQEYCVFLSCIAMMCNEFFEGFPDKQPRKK
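Compound dosing: one dose per compound; test system: human S100A4 monomer with TAMRA-labelled myosin IIA peptide; probe or stimulus: TAMRA-labelled myosin IIA heavy-chain peptide probe, 5 nM; medium: HEPES buffer with Ca2+, pH 7.2; schedule: 5 min incubation before reading; benchmarks: neutral control DMSO, positive control TFP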
EWS-Fli block: inhibitors of EWS/Fli oncoprotein transcriptional activity; inhibition, % at 12.6 µM; AID 651661; actives 0.67% (n = 350,000); A673 NR0B1-luciferase reporter, viability-normalised;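 active means mean inhibition of at least 50% after viability correction, with every replicate also passing that limit; inconclusive means mean reaches 50% but only one of two replicates passes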;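 further: firefly luciferase signal divided by Alamar Blue viability fluorescence both relative to DMSO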
Active calls of the source: *; ? = inconclusive; · = not tested or not shown; & = joins results of further samples. Hits appear at their usual frequency; 2.1% or so of the library scored in one or more.

Values run as follows: FN deposit inh, PglD DTNB, ERAP1 inh, LGR2 antag, PAX8 reporter, PGC1a acetyl inh, S100A4 MyoIIA, EWS-Fli block
> Cc1cc(=O)oc2c3c(cc(OCC(=O)N4CCC[C@H]4C(=O)O)c12)OC(C)(C)CC3
    ·, 0, 16, -3, ·, -1, -4, -19
> COc1ccc(NC(=O)N2[C@@H]3CNC[C@H]2C3c2ccc(-c3ccc(C)cc3)cc2)cc1 (some centres undefined)
    1&-1, ·, -1&0, -43&4, ·, ·, -17&-3, ·
> O=C(C[C@@H]1CC[C@H]2[C@@H](COC[C@H](O)CN2Cc2cc(F)ccc2F)O1)N[C@@H]1CCN(Cc2ccccc2)C1
    0, 0, -1, 13, 10, -5, 1, 5
> CCOc1ccccc1NC(=O)CSc1nc(=O)n(Cc2ccncc2)c2c1CCC2
    -4, 2, -10, 0, 31, ·, -3, 6
> Cc1ccc(S(=O)(=O)N(C)C[C@H]2Oc3ccc(NS(=O)(=O)c4cn(C)cn4)cc3CC(=O)N([C@H](C)CO)C[C@@H]2C)cc1
    ·, ·, ·, -6, 0, 6, ·, 2
> O=C(CC(O)(c1ccccc1)C(F)(F)C(F)F)c1cccs1 (centres undefined)
    -3, 2, 3, 9, ·, -10, -7, ·
> O=C(COC(=O)c1ccc(F)cc1)Nc1cc(S(=O)(=O)N2CCOCC2)ccc1N1CCCC1
    ·, ·, -4, 23, -7, 1, -6, -4
> C[C@@H]1CN([C@H](C)CO)C(=O)c2ccccc2-c2ccccc2CO[C@H]1CN(C)S(=O)(=O)c1ccsc1
    2, 7, 0, 11, 4, 10, -33, 1
> c1ccc(-c2ncc3ccccn23)cc1
    14, ·, 1, 21, -34, ·, -3, -28
> CCOC(=O)C1CCN(C(c2cccnc2)c2c(NC(=O)c3ccco3)sc(C)c2C)CC1 (centres undefined)
    -7, 1, ·, ·, 20, 8, ·, ·
> C[C@@H]1CN([C@H](C)CO)C(=O)c2cc(NS(=O)(=O)c3ccc(Cl)cc3)ccc2O[C@@H]1CN(C)S(=O)(=O)c1cccs1
    ·, 2, -1, -15, 11, -14, -49, 11
> COc1ccc(NC(=O)N(C)C[C@@H]2OCCCC[C@H](C)Oc3ccc(NC(=O)Nc4ccc(C(F)(F)F)cc4)cc3C(=O)N([C@H](C)CO)C[C@@H]2C)cc1
    ·, 2, 17, 4, 34, 14, -9, -5
> COc1ccccc1NC(=O)Nc1nn(C)c2cccc(OC)c12
    -9, -4, 1, -12, -14, 7, -1, 0
> C=CCn1c(CNC(=O)c2ccco2)nnc1SCC(=O)Nc1cccc(F)c1
    -3, 0, -5, 2, -15, 3, -2, 6
> CCCN1CCC(NC(=O)Nc2cc(Cl)ccc2OC)CC1
    -3, ·, -1, -11, 10, ·, -14, -8
> CN1CCC(N(C)C(=O)CCc2nc3ccccc3n2-c2ccccc2)CC1
    ·, ·, -7, -6, -17, ·, -1, 7
> C=CCNC(=O)c1ccccc1CCc1ccccc1
    2, 1, -1, 11, 17, -2, -9, 0
> Cc1noc(C)c1S(=O)(=O)Nc1ccccc1Oc1ccccc1
    11, ·, 0, 8, 3, ·, -4, -14
> O=C(COc1ccccc1)Nc1nc2ccccc2[nH]1
    -3, -1, ·, ·, -155, -2, ·, ·
> COc1ccc(C2c3sc(=O)[nH]c3SCC2C(N)=O)cc1 (centres undefined)
    -14, 3, 4, 3, 3, 4, -2, -5

Record cards, from the list above. Screens in order: FN deposit inh | PglD DTNB | ERAP1 inh | LGR2 antag | PAX8 reporter | PGC1a acetyl inh | S100A4 MyoIIA | EWS-Fli block
O=C(COC(=O)c1ccc(F)cc1)Nc1cc(S(=O)(=O)N2CCOCC2)ccc1N1CCCC1 is listed as · | · | -4 | 23 | -7 | 1 | -6 | -4
C=CCn1c(CNC(=O)c2ccco2)nnc1SCC(=O)Nc1cccc(F)c1 is listed as -3 | 0 | -5 | 2 | -15 | 3 | -2 | 6
COc1ccc(C2c3sc(=O)[nH]c3SCC2C(N)=O)cc1 (centres undefined) is listed as -14 | 3 | 4 | 3 | 3 | 4 | -2 | -5
COc1ccc(NC(=O)N2[C@@H]3CNC[C@H]2C3c2ccc(-c3ccc(C)cc3)cc2)cc1 (some centres undefined) is listed as 1&-1 | · | -1&0 | -43&4 | · | · | -17&-3 | ·
CCOc1ccccc1NC(=O)CSc1nc(=O)n(Cc2ccncc2)c2c1CCC2 is listed as -4 | 2 | -10 | 0 | 31 | · | -3 | 6

Carrying on:
Values run as follows: FN deposit inh, PglD DTNB, ERAP1 inh, LGR2 antag, PAX8 reporter, PGC1a acetyl inh, S100A4 MyoIIA, EWS-Fli block
> COc1ccc(Cc2nnc(NS(C)(=O)=O)s2)cc1
    ·, ·, 1, 14, ·, 11, 0, -4
> C/C(=N/OC(=O)c1ccc(Cl)cc1Cl)c1oc(C)nc1C
    21, ·, -3, -7, 6, 5, 2, -5
> CC(C)NC(=O)N(C)C[C@@H]1Oc2ncc(-c3ccccc3F)cc2C(=O)N([C@@H](C)CO)C[C@@H]1C
    ·, 1, 1, -2, ·, 0, 8, -9
> C/C(CC(=O)NC1CCCCC1)=N\NC(=O)COc1ccc(C)cc1Br
    1, ·, 1, 30, 4, ·, 2, 0
> Cc1cccc2sc(NC(=O)[C@H](C)N3C(=O)C4CC=CCC4C3=O)nc12 (some centres undefined)
    -4, ·, 1, 27, -6, -10, -4, 6
> O=C(COC(=O)/C=C/c1ccccc1F)Nc1nnc(-c2ccccc2)o1
    -1, 1, -2, 4, ·, 13, 6, 7
> CCOC(=O)C1CCN(C(=S)NC(=O)c2cccs2)CC1
    8, -4, 0, 0, -16, -5, -3, 2
> CS(=O)(=O)Nc1ccc2c(c1)[C@H]1C[C@H](CC(=O)NCC(F)(F)F)O[C@H](CO)[C@H]1O2
    -1, 0, 0, 9, 5, 7, 0, 0
> CN(C(=O)COc1ccccc1)c1nc(-c2ccc(F)cc2)cs1
    -1, ·, -2, 0, 24, ·, -10, -20
> C[C@@H]1CN([C@@H](C)CO)C(=O)c2cc(NC(=O)Cc3cn(C)c4ccccc34)ccc2O[C@H]1CN(C)Cc1ccc2c(c1)OCO2
    12, 6, 3, 2, 16, -2, -26, 3
> Cn1c(=O)c(C(=O)CCl)c(N)n(Cc2ccccc2)c1=O
    1, -5, 0, -11, 8, 1, 10, -1
> C[C@@H]1CCCCO[C@H](CN(C)Cc2ccc3c(c2)OCO3)[C@@H](C)CN([C@@H](C)CO)C(=O)c2cc(NC(=O)NC3CCCCC3)ccc2O1
    ·, -2, 0, 17, 28, 8, 0, 5
> Cc1noc(C)c1S(=O)(=O)Nc1ccc2c(c1)CC(=O)N([C@H](C)CO)C[C@H](C)[C@@H](CN(C)Cc1ccc(C(=O)Nc3ccccc3N)cc1)O2
    ·, ·, 3, 10, -5, -14, -9, -8
> O=C(NCc1ccccn1)C1CCCCC1
    1, 4, 4, ·, -1, ·, 6, 1
> Cn1c(Cn2nnc3ccccc32)nnc1SCC(=O)N1c2ccccc2CCc2ccccc21
    ·, 6, 3, 4, ·, 27, 3, 7
> CC(CCC(=O)O)C1CCC2C3CCC4CC(O)CCC4(C)C3CC(O)C12C (centres undefined)
    -8, 1, 1, ·, 0, ?, 7, -7
> O=C(c1ccc(Br)s1)N1CCN(c2ncccn2)CC1
    -6, -1, ·, 7, ·, 18, ·, ·
> O=C(CN1CCCCCC1)Nc1ccccc1Oc1ccccc1
    -7, 5, 0, 2, 14, 1, 7, 14
> Nc1nonc1-n1nnc(C(=O)N/N=C/C2CC=CCC2)c1CSc1ccccc1 (centres undefined)
    -6, ·, 6, -1, -3, ·, 12, 5
> C=CCC[C@H](Cc1ccc(F)cc1)C(=O)O[C@H](CNC(=O)[C@@H](CC=C)CC(=O)N(CCO)Cc1ccccc1)c1ccccc1
    5, -1, -1, 4, 47, -2, -2, 8
> C/C(=N\Nc1ccc(C#N)cc1[N+](=O)[O-])c1ccc(C)o1
    14, -5, 1, ·, 7, 0, 1, 5
> COc1ccc(-c2nn(-c3ccccc3)cc2C(=O)NC2CCCCC2C)cc1 (centres undefined)
    3, 2, 1, 12, -6, -9, -2, 6
> CC(C)CNC(=O)C1CCCN(C(=O)NCc2ccccc2)C1 (centres undefined)
    ·, ·, 0, -8, -3, ·, -6, 12
> COc1ccc(NC(=O)c2ccccc2Oc2ccccc2)c(OC)c1
    2, 0, 0, 2, 6, ·, -4, 15
> CCC(=O)N1CC(=O)N2[C@H](CO)[C@@H](c3ccc(C#CC4CCCCC4)cc3)[C@@H]2C1
    ·, ·, ·, 3, 9, -15, ·, 4
> C[C@H](CO)N1C[C@H](C)[C@@H](CN(C)C)Oc2ccc(N(C)C)cc2C1=O
    0, 0, 1, -1, -23, -1, -9, -5
> C[C@H](CO)N1C[C@H](C)[C@@H](CN(C)Cc2ccc3c(c2)OCO3)OCCCC[C@H](C)Oc2ccc(NS(=O)(=O)c3cccs3)cc2C1=O
    ·, -4, ·, 4, -29, 3, ·, 8
> COc1ccc(C2=Nn3c(nnc3-c3ccccc3Cl)SC2)cc1OC1CCOC1 (centres undefined)
    5, 2, ·, -17, -12, ·, -1, 4
> N#CC1(NC(=O)COC(=O)CN2C(=O)c3ccccc3C2=O)CCCCC1
    0, 5, -1, -11, 4, 1, 0, -4
> O=C(C[C@H]1CC[C@H](NC(=O)CN2CCOCC2)[C@@H](CO)O1)NCCc1ccncc1
    2, 2, 0, 0, -9, -2, -17, 0
> O=C(COc1ccc2ccccc2c1Br)Nn1cnnc1
    6, -3, ·, 5, ·, -4, ·, ·
> CCOc1ccc(OC(=O)NC(c2ccccc2)C(Cl)(Cl)Cl)cc1 (centres undefined)
    -3, 1, ·, ·, -4, 1, ·, ·
> C[C@H]1CN([C@@H](C)CO)C(=O)c2cccc(NC(=O)C3CCOCC3)c2O[C@H]1CN(C)Cc1ccc(C(F)(F)F)cc1
    ·, 5, -3, 2, -1, 4, 1, -5
> COc1ccccc1/C=N/NC(=O)C(=O)N1CCN(c2ccccc2OC)CC1
    -7, 7, ·, 1, -10, ·, ·, ·
> C[C@H]1CCCCO[C@H](CN(C)C(=O)CCC(F)(F)F)[C@@H](C)CN([C@@H](C)CO)C(=O)c2cc(NC(=O)NC3CCCCC3)ccc2O1
    ·, 0, -2, -1, ·, 0, 7, 7
> CCC(=O)N1CC2(C1)CN(S(C)(=O)=O)[C@@H](CO)c1[nH]c3cc(OC)ccc3c12
    ·, ·, 2, 4, ·, 2, -24, 9
> COCCCN(CC(=O)Nc1ccc(F)cc1)S(=O)(=O)c1cccs1
    -10, 2, -1, -5, -4, -5, 1, 4
> CCOC(=O)c1nnn(CC(=O)Nc2cccc(F)c2)c1C(=O)OCC
    -2, -1, ·, ·, -10, 1, ·, ·
> O=C(COC(=O)c1cc([N+](=O)[O-])ccc1N1CCOCC1)Nc1ccc(Cl)cc1
    -2, -5, 6, -2, 18, 0, -3, 9
> Cc1cccnc1NC(=O)CNC(=O)c1ccccc1
    2, -2, -2, 13, -14, 1, 1, -4

Assay outcomes deposited in PubChem BioAssay by Broad Institute.
